From PubChem BioAssay
PGE2 EP2 inh: blocks the human prostaglandin E2 receptor EP2; P43116; C6 glioma cells expressing human EP2, cAMP TR-FRET; cells stimulated with saturating PGE2; inhibition, % at 25 µM; 0.52% of 260,000 active; AID 1422;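 active means percent inhibition above 40 after rounding to a whole number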;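 further: rat C6 glioma host cells with rolipram phosphodiesterase inhibitor present; the protocol text gives 20 µM as final concentration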
Target sequence (P43116 whole entry, looked up): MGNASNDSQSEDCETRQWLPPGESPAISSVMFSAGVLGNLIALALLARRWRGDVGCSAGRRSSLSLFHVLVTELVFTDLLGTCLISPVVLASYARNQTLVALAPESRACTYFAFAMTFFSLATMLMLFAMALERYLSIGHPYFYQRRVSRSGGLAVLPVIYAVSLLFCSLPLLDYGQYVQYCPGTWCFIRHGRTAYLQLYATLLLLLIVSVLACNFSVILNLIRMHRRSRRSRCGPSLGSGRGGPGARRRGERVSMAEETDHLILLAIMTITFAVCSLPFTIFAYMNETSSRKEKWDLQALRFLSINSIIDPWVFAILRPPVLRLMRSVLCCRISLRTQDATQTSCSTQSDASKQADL
NPY1 pot ag: potentiates or activates human NPY-Y1 receptor. P25929. NPY-Y1 expressing cells, potentiator/agonist activation. activation, % at 3.6 µM. 0.37% of 220,000 active. AID 1304; in the data active means activation above about 33%, passing the limit was not always enough;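 further: cells stimulated with NPY at EC10 then isoproterenol at EC100; 0% = low agonist plus stimulus and 100% = saturating agonist plus stimulus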
Target sequence (P25929 whole entry, looked up): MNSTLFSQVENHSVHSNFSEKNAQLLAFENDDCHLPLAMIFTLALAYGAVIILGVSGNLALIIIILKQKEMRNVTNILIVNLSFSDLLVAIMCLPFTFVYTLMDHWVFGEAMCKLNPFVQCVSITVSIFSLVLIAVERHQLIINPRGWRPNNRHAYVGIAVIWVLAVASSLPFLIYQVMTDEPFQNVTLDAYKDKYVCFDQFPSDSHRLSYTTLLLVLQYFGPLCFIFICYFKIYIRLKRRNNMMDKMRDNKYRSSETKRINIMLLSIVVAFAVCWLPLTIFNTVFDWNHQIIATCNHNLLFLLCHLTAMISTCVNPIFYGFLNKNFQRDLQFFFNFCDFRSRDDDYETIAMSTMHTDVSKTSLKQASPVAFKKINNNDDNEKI
EP2 modulator: EP2 receptor (human) modulation; EP2-expressing cells, cAMP HTRF FRET, PGE2 co-stimulation; AID 940; P43116; induction, % at 25 µM; 0.83% of 260,000 active;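 active means compounds whose cAMP rise, as percent of the full-agonist control response, exceeds 60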;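 further: rat C6 glioma line stably carrying human EP2 under a CMV promoter; the protocol text gives 20 µM as final concentration; 100% = response of wells given 1 µM PGE2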
zfTRPN1 agonist: zebrafish TRPN1 (NompC) channel agonism. HEK293 zebrafish TRPN1-YFP, Fluo-8 calcium fluorescence; 100% = response to 87 µM carbachol. activation, % at 3 µM. 0.18% of 220,000 active. AID 1424;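 active means activation above its plate's cutoff, the mean activation of test wells on that plate plus 3 SD, cut at about 19% in these data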;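 further: 0% = DMSO alone and 100% = 87 µM carbachol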
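Material: zebrafish TRPN1-YFP in HEK293 cells. Doses: one dose of 3 µM, 0.3% DMSO. Incubation: dye 1 h 37 °C plus 30 min RT. Measured by: intracellular calcium fluorescence with Fluo-8.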
CHOP inh: blocks CHOP induction under ER stress; 3.8% of 220,000 active; CHO-K1 CHOP-promoter luciferase, tunicamycin-induced, 15-18 h; AID 2732; inhibition, % at 10 µM;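 active means compounds that reduced the stress-induced luciferase reporter signal by more than about 70% of percent inhibition, limit read from the data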;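 further: 0% = tunicamycin plus vehicle and 100% = wells without tunicamycin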
TRPML3 agonist: activates the human TRPML3 channel. 0.29% of 220,000 active. HEK293 TRPML3-YFP, Fluo-8 calcium fluorescence; 100% = the carbachol control signal. activation, % at 3 µM. Q8TDD5;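 active means activation above its plate's cutoff, the mean activation of the plate's test wells plus 3 SD, cut at about 12% in these data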;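 further: 0% = DMSO only wells and 100% = carbachol wells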
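Test system – HEK293 line with stable expression of human TRPML3-YFP channel · Control set – carbachol 87 µM final as high control (100%), DMSO as low control (0%) · Signal – Fluo-8 calcium dye fluorescence, ex 470-495, em 515-575 nm · Incubation – 1-h 37 °C dye load, 5-s basal, 120-s post-compound reads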
14-3-3 Bad PPI: disrupts binding of bovine 14-3-3 zeta to phospho-Bad peptide | TR-FRET 14-3-3zeta/Dy647-pBad peptide displacement, 1 h | inhibition, % at 21.7 µM | 0.71% of 220,000 active | AID 781;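 active means inhibition above about 70%, limit read from the data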;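 further: 0% = full 14-3-3 plus peptide FRET controls and 100% = background without 14-3-3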
Target sequence (P63103 whole entry, looked up): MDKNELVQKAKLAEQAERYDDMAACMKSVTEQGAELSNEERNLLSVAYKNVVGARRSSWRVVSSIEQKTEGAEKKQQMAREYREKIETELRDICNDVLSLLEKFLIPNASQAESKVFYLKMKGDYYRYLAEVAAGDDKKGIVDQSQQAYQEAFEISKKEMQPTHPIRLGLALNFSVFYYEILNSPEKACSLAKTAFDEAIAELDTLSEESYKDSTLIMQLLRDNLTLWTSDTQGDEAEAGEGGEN
NPY Y1 blocker: NPY-Y1 (human) receptor antagonism. P25929. HEK293-CNG Y1 cells, membrane potential fluorescence; NPY at EC95, then isoproterenol. inhibition, % at 3.6 µM. 1% of 200,000 active. AID 1040;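 active means inhibition above the campaign mean inhibition of all tested compounds plus 3 SD, cut at about 20% in these data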;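 further: 0% = DMSO wells given NPY plus isoproterenol and 100% = isoproterenol alone without NPY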
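Assay system: HEK293 Y1/CNG channel cell line; Doses: single compound dose of 3.6 µM, 0.4% DMSO; Timing: dye 3 h, compound 60 min room temperature, stimulation 45 min; Technique: Membrane-potential fluorescent dye readout; Measure: % inhibition of NPY effect.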
PPC-1+TRAIL kill: kills PPC-1 cancer cells in the presence of TRAIL; cell killing (% activity), % at 4 µM; PPC-1 cells + TRAIL, ATPLite viability luminescence; 0.41% of 220,000 active;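 active means cell killing above 50% in the first pass at 4 µM, then a duplicate retest at 5 µM averaging 50% or more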;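 further: plate controls were cells with TRAIL plus DMSO for no effect and medium-only wells lacking cells for full effect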
Active calls of the source: *; / = no result given; & = joins results of further samples; [ ] = dose if it differs, or a comment. An excerpt, so the mix of outcomes need not match the whole.

Values run as follows: PGE2 EP2 inh | CHOP inh | EP2 modulator | TRPML3 agonist | NPY Y1 blocker | zfTRPN1 agonist | NPY1 pot ag | 14-3-3 Bad PPI | PPC-1+TRAIL kill
> O=C(NNC(=S)NC1CCCCC1)c1ccc2c(c1)OCO2
→ 8 | -6 | 13 | 0.6 | -5 | 0.8 | -5 | 3 | 18
> Cc1csc(SCCn2c(N3CCCC3)nc3c2c(=O)[nH]c(=O)n3C)n1
→ 15 | -24 | 9 | 1.0 | 2 | -0.5 | -9 | -2 | -3
> CC(C)(C)n1nc(C2CC2)cc1NC(=O)Nc1ccc(Cl)cc1
→ 14&29 | 7 | -27&-5 | 0.7 | / | 1.6 | -8 | -1 | 20
> Cc1nc2nc(-c3ccccc3)nn2c(C)c1Cl
→ 6 | / | / | 0.3 | 0 | 0.9 | -23 | / | /
> Clc1nc(Nc2ccccc2)nc(Nc2ccccc2)n1
→ 13 | -12 | 14 | -0.2 | -3 | -2.2 | 22 | 11 | 4
> Cc1cc(S(=O)(=O)NCC(C)C)ccc1OCC(=O)N1CCOCC1
→ 8 | -17 | 28 | 1.3 | -3 | 1.2 | 2 | 6 | 3
> O=C(Cn1cnc2ccccc21)N/N=C/c1cccs1
→ 2 | 4 | 8 | 0.9 | -3 | 0.5 | 8 | -10 | 16
> CCOc1ccccc1-n1c(SCC(=O)NC(C)CC)nnc1-c1ccoc1C (configuration not stated)
→ 10&4 | 8 | 19&24 | -0.8 | 16 | -0.8 | -6 | 1 | 11
> CC1=C(C(=O)O)N2C(=O)C(NC(=O)c3ccn(C)n3)C2SC1 (configuration not stated)
→ 14 | 5 | 11 | 0.4 | 0 | 0.8 | 23 | -9 | -1
> Cc1c(C=N)c(O)n(C)c(=O)c1C#N
→ 7 | -4 | -7 | 0.5 | / | 1.1 | 11 | -3 | 3
> O=C(O)c1cccnc1SC1CC(=O)N(c2ccccc2)C1=O (configuration not stated)
→ 9 | -1 | 2 | 0.9 | / | 1.8 | -5 | 0 | 4
> COc1ccc(-c2nnc(SCC(=O)Nc3cccc(Cl)c3)o2)cc1
→ 7 | 89* | 17 | -0.3 | 7 | -0.3 | 3 | 4 | 14
> COc1ccc(CNC(=O)c2ccc(Br)cc2)cc1
→ 2 | -12 | -40 | -0.5 | 1 | -0.4 | -8 | -13 | 7
> N#CC1C(=O)NC(N2CCN(c3ccccc3)CC2)=NC12CCCCC2 (configuration not stated)
→ 5 | 9 | 4 | 1.2 | 6 | -0.7 | -17 | 2 | -16
> O=C(Nc1ccc(NC(=O)C2CC2)cn1)c1ccccc1Cl
→ 20 | -29 | -19 | 0.3 | 0 | -0.2 | -20 | 15 | 5
> Cc1sc(N/N=C/c2cccnc2)nc1-c1ccc(Cl)cc1
→ 4 | 23 | -17 | 0.3 | -6 | -0.5 | 11 | -5[fluorescence artefact?] | -11
> CCN1CCN(C2=CC3=CC(=C(C#N)C#N)CCC3CC2)CC1 (configuration not stated)
→ 3 | 5 | -78 | 310* | 3 | 395* | -1 | -3 | -7
> Cc1nc(NC(=S)NC(=O)COc2ccccc2Cl)ccc1Br
→ 7 | -7 | 14 | 0.6 | 2 | 0.1 | 7 | -11 | -2
> COc1cccc(NC(=O)Cn2nnc(-c3ccccc3N)n2)c1
→ 9 | -20 | -9 | 1.1 | 0 | 0.8 | -3 | -5 | 1
> CN1CCN(S(=O)(=O)c2ccc(NC(=O)C(C)(C)C)cc2)CC1
→ 6 | -5 | -6 | 0.5 | 3 | 0.1 | 12 | 16 | 21
> O=C(CN1CC[n+]2c(-c3cccs3)csc21)c1ccc(Br)cc1
→ 10 | 39 | 11 | 0.3 | 1 | -0.5 | 26 | -11 | 7
> O=C(N/N=C/c1cccs1)c1cc(-c2ccncc2)nc2ccccc12
→ 7 | 4 | 2 | 0.9 | 11 | 0.3 | -7 | -14[fluorescence artefact?] | -10
> COC(=O)c1sccc1NC(=O)CSc1nnnn1-c1ccccc1C
→ 12 | 2 | -6 | 0.6 | 15 | -0.6 | -16 | 5 | 14
> CCCS(=O)(=O)c1nc(S(=O)(=O)c2ccc(C)cc2)c(NCCCN2CCOCC2)s1
→ 15 | 7 | 5 | 0.2 | -3 | 0.6 | -5 | -5[fluorescence artefact?] | 23
> O=S1(=O)C=C(SCc2ccccc2)Nc2ccccc21
→ 8 | 0 | 39 | -0.3 | -3 | -0.6 | -17 | -1 | -8
> CCOc1ccc(NC(=O)NCc2cccnc2)cc1
→ 1 | -16 | 8 | 0.5 | 1 | 0.2 | 9 | -7 | 18
> CC(C)c1onc(C(=O)N2CCC(C(N)=O)CC2)c1[N+](=O)[O-]
→ 4 | -25 | -4 | 0.6 | / | 0.8 | 9 | 4 | 24
> COc1ccc(NC(=O)Nc2c(C)noc2-c2ccccc2)cc1
→ 9 | 11 | 2 | -0.2 | / | -1.6 | 15 | -8 | 15
> CC1CCCN(c2ncnc3c2cnn3-c2ccccc2)C1 (configuration not stated)
→ 12 | 40 | 10 | / | / | / | / | 3 | 78*[5 µM]
> Cc1cc(NS(=O)(=O)c2ccc(Nc3nc(-c4ccc(O)cc4)cs3)cc2)no1
→ 4 | 28 | -19 | 0.4 | 2 | 0.2 | -13 | -11 | 9

Arranged by SMILES length (rising): part of the list above
Values run as follows: PGE2 EP2 inh | CHOP inh | EP2 modulator | TRPML3 agonist | NPY Y1 blocker | zfTRPN1 agonist | NPY1 pot ag | 14-3-3 Bad PPI | PPC-1+TRAIL kill
> CCOc1ccc(NC(=O)NCc2cccnc2)cc1
→ 1 | -16 | 8 | 0.5 | 1 | 0.2 | 9 | -7 | 18
> COc1ccc(CNC(=O)c2ccc(Br)cc2)cc1
→ 2 | -12 | -40 | -0.5 | 1 | -0.4 | -8 | -13 | 7
> CC1CCCN(c2ncnc3c2cnn3-c2ccccc2)C1 (configuration not stated)
→ 12 | 40 | 10 | / | / | / | / | 3 | 78*[5 µM]
> O=C(NNC(=S)NC1CCCCC1)c1ccc2c(c1)OCO2
→ 8 | -6 | 13 | 0.6 | -5 | 0.8 | -5 | 3 | 18
> O=C(Nc1ccc(NC(=O)C2CC2)cn1)c1ccccc1Cl
→ 20 | -29 | -19 | 0.3 | 0 | -0.2 | -20 | 15 | 5
> COc1ccc(NC(=O)Nc2c(C)noc2-c2ccccc2)cc1
→ 9 | 11 | 2 | -0.2 | / | -1.6 | 15 | -8 | 15
> COC(=O)c1sccc1NC(=O)CSc1nnnn1-c1ccccc1C
→ 12 | 2 | -6 | 0.6 | 15 | -0.6 | -16 | 5 | 14
> COc1ccc(-c2nnc(SCC(=O)Nc3cccc(Cl)c3)o2)cc1
→ 7 | 89* | 17 | -0.3 | 7 | -0.3 | 3 | 4 | 14
> O=C(N/N=C/c1cccs1)c1cc(-c2ccncc2)nc2ccccc12
→ 7 | 4 | 2 | 0.9 | 11 | 0.3 | -7 | -14[fluorescence artefact?] | -10
> CCOc1ccccc1-n1c(SCC(=O)NC(C)CC)nnc1-c1ccoc1C (configuration not stated)
→ 10&4 | 8 | 19&24 | -0.8 | 16 | -0.8 | -6 | 1 | 11
> Cc1csc(SCCn2c(N3CCCC3)nc3c2c(=O)[nH]c(=O)n3C)n1
→ 15 | -24 | 9 | 1.0 | 2 | -0.5 | -9 | -2 | -3
> CCCS(=O)(=O)c1nc(S(=O)(=O)c2ccc(C)cc2)c(NCCCN2CCOCC2)s1
→ 15 | 7 | 5 | 0.2 | -3 | 0.6 | -5 | -5[fluorescence artefact?] | 23

Further entries:
Values run as follows: PGE2 EP2 inh | CHOP inh | EP2 modulator | TRPML3 agonist | NPY Y1 blocker | zfTRPN1 agonist | NPY1 pot ag | 14-3-3 Bad PPI | PPC-1+TRAIL kill
> COC(=O)c1ccc(OC(=O)c2ccco2)cc1
→ 7 | 1 | -2 | 0.5 | 2 | 0.6 | -8 | -2 | 2
> COc1cc(C2NC(=O)NC(C)=C2C(=O)OC(C)(C)C)ccc1OCC(=O)O (configuration not stated)
→ -2 | 21 | 34 | 0.1 | 1 | 0.3 | 0 | -2 | -1
> CCn1nnc(NC(=O)c2cc3ccccc3o2)n1
→ 0 | -31 | 12 | 0.6 | -7 | -0.4 | -3 | 0 | 6
> COc1ccccc1OCCn1c(C(C)O)nc2ccccc21 (configuration not stated)
→ 5&6 | -1 | 0&-47 | 0.0 | 7 | 0.5 | 12 | 8[fluorescence artefact?] | 3
> Clc1ccc(CSc2nnc(-c3ccncc3)o2)cc1
→ 3 | 37 | 0 | -0.3 | 8 | -1.5 | -4 | -4 | -16
> CN1CCCN(C(=O)c2cc(-c3ccc(Cl)c(Cl)c3Cl)nc3ccccc23)CC1
→ 2 | 21 | -27 | 2.4 | -3 | 2.8 | -10 | -5 | 26
> COC(=O)c1ccc(NC(=O)c2cc(Cl)ccc2OC)cc1
→ 8 | 13 | 7 | 1.0 | 3 | -0.4 | 2 | 14 | -6
> COc1ccc(N(CC(=O)NC2CCCC2)C(=O)c2csnn2)cc1
→ 7 | -16 | 18 | 0.5 | -3 | -1.6 | 6 | -8[fluorescence artefact?] | 14
> O=C1/C(=C/c2cccnc2)SC(=S)N1CC1CCCO1 (configuration not stated)
→ 5 | -46 | -38 | 0.5 | -2 | -1.3 | 13 | -10 | 14
> Cc1ccc(NC(=S)NCc2ccc3[nH]c4c(c3c2)CCCC4)cc1
→ 10 | 56 | -27 | 0.4 | -3 | -0.2 | 23 | -3 | 13
> C=CCOc1ccc(C(=O)CC)cc1OC
→ 11 | 10 | 19 | 0.9 | 1 | 0.6 | 1 | -1 | 11
> O=C1c2ccccc2NC2CCCCC12 (configuration not stated)
→ 12 | -12 | 3 | 1.0 | 15 | 2.1 | -10 | -5 | 17
> Cc1ccc(C(=O)CC2(O)C(=O)Nc3ccccc32)s1 (configuration not stated)
→ 12 | 28 | 11 | 0.8 | -2 | 0.9 | -9 | 4[fluorescence artefact?] | 1
> O=C(Cn1c(-c2ccccc2)noc1=O)Nc1ccc(N2CCCCCC2)cc1
→ 8 | 59 | 0 | -0.2 | -7 | -1.3 | 45 | 8 | 11
> COc1ccc(-c2cc3ccccc3oc2=O)cc1NC(=O)c1cccnc1
→ 5 | 0 | -2 | 0.4 | -1 | 1.6 | -13 | -4 | 11
> COc1ccc2cc(CCNC(=O)c3ccc(Br)o3)c(=O)[nH]c2c1
→ 9 | 25 | -11 | 0.4 | 1 | 0.9 | -2 | 7 | 25
> Cc1cc(NC(=O)c2cccc(S(=O)(=O)N3CCOCC3)c2)c2ccccc2n1
→ 0 | 20 | -7 | 0.7 | -3 | 3.9 | 4 | 4 | 4
